Source: PubChem
FAS TE block – blocks the thioesterase domain of human fatty acid synthase; recombinant FAS-TE, OMFH fluorogenic substrate, fluorescence endpoint; inhibition, % at 15 µM; hit rate 0.67% among 360,000; AID 602261;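 active = compounds whose normalised, plate-corrected inhibition of enzyme fluorescence in the single-dose primary screen is 50% or more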;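 note: 0% = DMSO with enzyme and 100% = substrate without enzyme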
SKN-1 inh – inhibitors of C. elegans SKN-1. C. elegans VP596 Pgst-4::GFP/RFP ratio, acrylamide-induced, 24 h. inhibition, % at 21.8 µM. hit rate 0.49% among 360,000;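 active = interference check ratio from 0.5 to 1.5 plus GFP to RFP signal ratio inhibition reaching or exceeding a fixed threshold, cut at about 30% in these data, passing the limit was not always enough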; note: some compounds called inactive have numbers as strong as hits
E coli Lon inh – inhibits E. coli Lon protease | P0A9M0 | purified E. coli Lon protease, fluorescence polarization | hit rate 0.42% among 360,000 | inhibition, % at 7.94 µM | AID 602123; in the data active = inhibition above about 13%, passing the limit was not always enough;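 note: 0% = enzyme with probe and DMSO and 100% = no enzyme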
bovine MsrA act – bovine methionine sulfoxide reductase A activation; activation, % at 10.6 µM; purified bovine MsrA, absorbance read-out; hit rate 0.3% among 360,000; in the data active = activation above about 7.5%;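 note: 0% = vehicle and 100% = reference activator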
TbMetRS inhib – blocks T. brucei methionyl-tRNA synthetase activity | purified T. brucei MetRS, ATP depletion, Kinase-Glo luminescence | inhibition, % at 11.9 µM | hit rate 0.4% among 360,000;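 active = inhibition above a per-plate cutoff of the control wells' mean inhibition plus 3 SD, cut at about 5.5% in these data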;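 note: 0% = DMSO wells median and 100% = median of wells with control inhibitor compound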
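Assay system: T. brucei methionyl-tRNA synthetase, purified | Medium: HEPES buffer with MgCl2, KCl, DTT, spermine, BSA, pyrophosphatase | Compound: 11.9 µM single point | Incubation: 15 min enzyme-compound preincubation, 2 h reaction, 10 min detection, 25 °C | Measured by: Kinase-Glo luciferase luminescence reporting remaining unconsumed ATP | Measure: % inhibition normalized to control-well medians | Replication: Singlicate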
MLLE-PAM2 inh – inhibitors of microRNA-mediated deadenylation, human PABP1 MLLE binding. hit rate 0.36% among 360,000. GST-MLLE / FITC-PAM2 fluorescence polarization. inhibition, % at 20 µM; in the data active = inhibition above about 35%, passing the limit was not always enough;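 note: plate controls were DMSO wells with GST-MLLE for no effect and wells lacking GST-MLLE protein for full effect; some results filed as inactive read as strong as hits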
MsrA inhibitor – bovine MsrA inhibition | purified bovine MsrA, absorbance read-out | inhibition, % at 15.5 µM | hit rate 0.75% among 360,000 | AID 651718; in the data active = inhibition above about 4.5%;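 note: 0% = vehicle wells with enzyme and 100% = reference inhibitor wells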
MT1-MMP act inh – inhibitors of human MT1-MMP activation; P50281; HT1080 RFP-PRO-GFP cells, GFP/RFP ratio fluorescence, overnight; percent of plate control window, DMSO zero; GFP/RFP ratio change, % at 20 µM; hit rate 0.061% among 360,000;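 active = GFP/RFP ratio change of at least 30% with cell ATP level not reduced by more than half and red fluorescence within 50% of control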; note: strong numbers were not always called active
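Assay system: HT1080 cells carrying an RFP-PRO-GFP reporter | Dosing: Single dose of 20 µM compound, 1% DMSO final | Incubation: Cells overnight before dosing, compound overnight, 37 °C, 5% CO2 | Evaluation: GFP/RFP fluorescence ratio | Control set: DMSO and RFP-L50D-GFP cell wells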
NRP1-CendR mod – modulators of CendR peptide binding to human neuropilin-1 | FAM-RPARPAR peptide binding to NRP-1, fluorescence polarization | inhibition, % at 25 µM | hit rate 0.85% among 360,000;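 active = inhibition or corrected inhibition above about 18%, plus a signal ratio from 0.5 to 1.5, limit read from the data, passing the limit was not always enough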; note: strong numbers were not always called active
Active calls of the source: *.

Results for COc1ccc(S(=O)(=O)Nc2cc(C)on2)cc1OC ?
FAS TE block: -4; SKN-1 inh: 17; E coli Lon inh: 1; bovine MsrA act: -4; TbMetRS inhib: -0.2; MLLE-PAM2 inh: 2; MsrA inhibitor: 0.7; MT1-MMP act inh: 4; NRP1-CendR mod: 11

Results for CCOC(=O)[C@H]1[C@H]2COc3ccc(Br)cc3[C@@H]2N2C(=O)N(c3ccc(F)cc3)C(=O)[C@@]12C ?
FAS TE block: 42; SKN-1 inh: 13; E coli Lon inh: 2; bovine MsrA act: 1; TbMetRS inhib: -0.2; MLLE-PAM2 inh: -4; MsrA inhibitor: 0.0; MT1-MMP act inh: 2; NRP1-CendR mod: -3

What do the screens show for `Cc1csc(SCC(=O)Nc2c(C)n(C)n(-c3ccccc3)c2=O)n1`?
FAS TE block: -9; SKN-1 inh: 13; E coli Lon inh: 5; bovine MsrA act: -4; TbMetRS inhib: -0.6; MLLE-PAM2 inh: 6; MsrA inhibitor: -0.6; MT1-MMP act inh: 2; NRP1-CendR mod: 4

What do the screens show for `CCC(C)NS(=O)(=O)c1cccs1` (centres undefined)?
FAS TE block: -4; SKN-1 inh: -18; E coli Lon inh: -6; bovine MsrA act: 3; TbMetRS inhib: -0.1; MLLE-PAM2 inh: 1; MsrA inhibitor: -0.5; MT1-MMP act inh: -4; NRP1-CendR mod: 10

How did O=C(NC(c1ccc(Cl)cc1)c1cnccn1)C1CCN(Cc2ccc(Cl)cc2)CC1 (centres undefined) do in these assays?
FAS TE block: -2; SKN-1 inh: -1; E coli Lon inh: -1; bovine MsrA act: -2; TbMetRS inhib: -0.3; MLLE-PAM2 inh: -16; MsrA inhibitor: 0.4; MT1-MMP act inh: -5; NRP1-CendR mod: 7

Results for Cc1coc2c1c(C)cc1oc(=O)c(CC(=O)NCCC(=O)O)c(C)c12 ?
FAS TE block: -7; SKN-1 inh: 9; E coli Lon inh: -11; bovine MsrA act: -2; TbMetRS inhib: -0.9; MLLE-PAM2 inh: 7; MsrA inhibitor: 0.7; MT1-MMP act inh: 4; NRP1-CendR mod: 20*

What do the screens show for `CCc1ccccc1NC(=O)C1NC(=O)CC1c1ccccc1` (centres undefined)?
FAS TE block: -5; SKN-1 inh: -3; E coli Lon inh: 1; bovine MsrA act: 2; TbMetRS inhib: 0.6; MLLE-PAM2 inh: -3; MsrA inhibitor: 0.5; MT1-MMP act inh: 2; NRP1-CendR mod: 2

How did COc1ccc(C)cc1NC(=O)CN1CCN(CC(=O)Nc2ccccc2F)CC1 do in these assays?
FAS TE block: 3; SKN-1 inh: 19; E coli Lon inh: 1; bovine MsrA act: -3; TbMetRS inhib: -1.0; MLLE-PAM2 inh: 3; MsrA inhibitor: -0.9; MT1-MMP act inh: -1; NRP1-CendR mod: 8

What do the screens show for `CCOC(=O)C1(c2ccccc2)CCCNC1=O` (centres undefined)?
FAS TE block: -9; SKN-1 inh: 1; E coli Lon inh: -10; bovine MsrA act: -8; TbMetRS inhib: 0.8; MLLE-PAM2 inh: 10; MsrA inhibitor: -0.2; MT1-MMP act inh: -2; NRP1-CendR mod: 7

How did Cc1noc(C)c1CSc1nnc(-c2cc(Cl)ccc2Cl)n1N do in these assays?
FAS TE block: 5; SKN-1 inh: 3; E coli Lon inh: 2; bovine MsrA act: 1; TbMetRS inhib: -0.6; MLLE-PAM2 inh: -125; MsrA inhibitor: 0.8; MT1-MMP act inh: 4; NRP1-CendR mod: 13

How did COc1ccc(C(=O)N2CCC(NC(=O)C(Cc3ccccc3OC)NC(C)=O)CC2)cc1 (centres undefined) do in these assays?
FAS TE block: -6; SKN-1 inh: -7; E coli Lon inh: -3; bovine MsrA act: -3; TbMetRS inhib: -0.5; MLLE-PAM2 inh: 1; MsrA inhibitor: -0.3; MT1-MMP act inh: -3; NRP1-CendR mod: -5

How did Cc1ccccc1NC(=O)NC(N)=O do in these assays?
FAS TE block: -8; SKN-1 inh: -1; E coli Lon inh: 2; bovine MsrA act: -6; TbMetRS inhib: -0.6; MLLE-PAM2 inh: 19; MsrA inhibitor: 1.2; MT1-MMP act inh: -2; NRP1-CendR mod: 3

What do the screens show for `O=[N+]([O-])c1ccc(C=NN=Cc2ccc([N+](=O)[O-])cc2)cc1`?
FAS TE block: 0; SKN-1 inh: 5; E coli Lon inh: -15; bovine MsrA act: -2; TbMetRS inhib: 0.1; MLLE-PAM2 inh: -10; MsrA inhibitor: 0.0; MT1-MMP act inh: 3; NRP1-CendR mod: 7

How did O/N=C/CCn1c(=S)sc2ccccc21 do in these assays?
FAS TE block: -6; SKN-1 inh: 14; E coli Lon inh: -2; bovine MsrA act: 0; TbMetRS inhib: 0.9; MLLE-PAM2 inh: 4; MsrA inhibitor: 2.9; MT1-MMP act inh: 7; NRP1-CendR mod: 8

How did CC(=O)N/N=C(\C)c1ccc(Br)cc1Br do in these assays?
FAS TE block: -8; SKN-1 inh: -4; E coli Lon inh: 1; bovine MsrA act: -4; TbMetRS inhib: -0.1; MLLE-PAM2 inh: 2; MsrA inhibitor: -0.9; MT1-MMP act inh: 3; NRP1-CendR mod: 1

What do the screens show for `O=C(NCCN1CCC(n2c(=O)[nH]c3ccccc32)CC1)c1ccccc1Cl`?
FAS TE block: -7; SKN-1 inh: -6; E coli Lon inh: -6; bovine MsrA act: -1; TbMetRS inhib: -1.3; MsrA inhibitor: 1.3; MT1-MMP act inh: 0; NRP1-CendR mod: 20

How did COC(=O)Cn1c(=O)c2c(n(Cc3ccccc3)c1=O)N/C(=C/c1ccc(OC)cc1)C2=O do in these assays?
FAS TE block: -2; SKN-1 inh: -4; E coli Lon inh: -6; bovine MsrA act: -4; TbMetRS inhib: -0.4; MLLE-PAM2 inh: -11; MsrA inhibitor: 3.2; MT1-MMP act inh: 9; NRP1-CendR mod: -30

Results for Cc1ccc(N2CC(C(=O)N3CCN(Cc4ccc5c(c4)OCO5)CC3)CC2=O)cc1 (centres undefined) ?
FAS TE block: -6; SKN-1 inh: 11; E coli Lon inh: -2; bovine MsrA act: -2; TbMetRS inhib: 1.4; MLLE-PAM2 inh: 7; MsrA inhibitor: -1.9; MT1-MMP act inh: 3; NRP1-CendR mod: 11

What do the screens show for `CN(C)CC[n+]1ccc(C(=O)c2ccccc2)cc1`?
FAS TE block: -6; SKN-1 inh: 7; E coli Lon inh: -3; bovine MsrA act: 0; TbMetRS inhib: 1.5; MLLE-PAM2 inh: 9; MsrA inhibitor: 0.8; MT1-MMP act inh: -2; NRP1-CendR mod: -9

What do the screens show for `COc1ccc(Br)cc1C(=O)Nc1ccc(O)cc1`?
FAS TE block: -9; SKN-1 inh: 1; E coli Lon inh: -7; bovine MsrA act: -12; TbMetRS inhib: -1.4; MLLE-PAM2 inh: -8; MsrA inhibitor: 1.3; MT1-MMP act inh: 8; NRP1-CendR mod: 5

What do the screens show for `Cc1nn(Cc2ccccc2)c(Cl)c1/C=C/C(=O)OCC(=O)N(C)C1CCS(=O)(=O)C1` (centres undefined)?
FAS TE block: -5; SKN-1 inh: -16; E coli Lon inh: 9; bovine MsrA act: -5; TbMetRS inhib: -0.8; MLLE-PAM2 inh: -32; MsrA inhibitor: 1.0; MT1-MMP act inh: -2; NRP1-CendR mod: -6

How did Cn1c(=O)oc2cc(S(=O)(=O)Nc3ccc(C(=O)O)cc3)ccc21 do in these assays?
FAS TE block: -8; SKN-1 inh: 5; E coli Lon inh: -15; bovine MsrA act: -1; TbMetRS inhib: 0.1; MLLE-PAM2 inh: -14; MsrA inhibitor: 0.4; MT1-MMP act inh: -6; NRP1-CendR mod: 0

How did Cc1cc(N2CCN(C)CC2)nc2ccc(NC(=S)N3CCCCCC3)cc12 do in these assays?
FAS TE block: -8; SKN-1 inh: 4; E coli Lon inh: -3; bovine MsrA act: -3; TbMetRS inhib: -0.2; MLLE-PAM2 inh: -98; MsrA inhibitor: 0.1; MT1-MMP act inh: 0; NRP1-CendR mod: -4

What do the screens show for `COc1ccc(CCn2c(N)c(C(=O)NCc3ccco3)c3nc4ccccc4nc32)cc1OC`?
FAS TE block: 7; SKN-1 inh: 10; E coli Lon inh: -25; bovine MsrA act: -7; TbMetRS inhib: 1.0; MLLE-PAM2 inh: -16; MsrA inhibitor: 0.1; MT1-MMP act inh: -18; NRP1-CendR mod: -26

What do the screens show for `Cc1ccn(CC(=O)N2CCCC(N3CCN(c4cccc(Cl)c4)CC3)C2)n1` (centres undefined)?
FAS TE block: -3; SKN-1 inh: -3; E coli Lon inh: -2; bovine MsrA act: -2; TbMetRS inhib: 1.0; MLLE-PAM2 inh: 14; MsrA inhibitor: -0.1; MT1-MMP act inh: 0; NRP1-CendR mod: 8

What do the screens show for `O=C1C=CC(n2cc(F)c(=O)[nH]c2=O)O1` (centres undefined)?
FAS TE block: -9; SKN-1 inh: -6; E coli Lon inh: -11; bovine MsrA act: -6; TbMetRS inhib: 0.1; MLLE-PAM2 inh: 9; MsrA inhibitor: 1.2; MT1-MMP act inh: 6; NRP1-CendR mod: -1

Results for COCCNC(=S)NNc1ccc(Cl)c(C(=O)O)c1 ?
FAS TE block: -3; SKN-1 inh: 3; E coli Lon inh: 2; bovine MsrA act: -3; TbMetRS inhib: -0.4; MLLE-PAM2 inh: 31; MsrA inhibitor: 0.7; MT1-MMP act inh: 0; NRP1-CendR mod: 2

How did O=c1[nH]c(C2CCN(S(=O)(=O)c3ccccc3F)CC2)nc2c1nnn2Cc1ccc2c(c1)OCCO2 do in these assays?
FAS TE block: 18; SKN-1 inh: 14; E coli Lon inh: -11; bovine MsrA act: 2; TbMetRS inhib: 0.1; MLLE-PAM2 inh: 3; MsrA inhibitor: 0.3; MT1-MMP act inh: -2; NRP1-CendR mod: 1

How did O=C(c1ccc(NC(=S)Nc2ccc(F)cc2F)cc1)N1CCOCC1 do in these assays?
FAS TE block: -6; SKN-1 inh: -3; E coli Lon inh: -8; bovine MsrA act: -4; TbMetRS inhib: -0.3; MLLE-PAM2 inh: 23; MsrA inhibitor: 0.3; MT1-MMP act inh: 5; NRP1-CendR mod: 0

What do the screens show for `NC(=S)c1ccc(OCCCc2ccccc2)cc1`?
FAS TE block: -5; SKN-1 inh: 9; E coli Lon inh: 3; bovine MsrA act: -2; TbMetRS inhib: -0.2; MLLE-PAM2 inh: 34; MsrA inhibitor: 0.5; MT1-MMP act inh: -1; NRP1-CendR mod: -3

Filtered by structure, those above with an aryl thioether with sulfur outside any ring.
What do the screens show for `Cc1csc(SCC(=O)Nc2c(C)n(C)n(-c3ccccc3)c2=O)n1`?
FAS TE block: -9; SKN-1 inh: 13; E coli Lon inh: 5; bovine MsrA act: -4; TbMetRS inhib: -0.6; MLLE-PAM2 inh: 6; MsrA inhibitor: -0.6; MT1-MMP act inh: 2; NRP1-CendR mod: 4

How did Cc1noc(C)c1CSc1nnc(-c2cc(Cl)ccc2Cl)n1N do in these assays?
FAS TE block: 5; SKN-1 inh: 3; E coli Lon inh: 2; bovine MsrA act: 1; TbMetRS inhib: -0.6; MLLE-PAM2 inh: -125; MsrA inhibitor: 0.8; MT1-MMP act inh: 4; NRP1-CendR mod: 13
